# Assay outcomes (PubChem BioAssay)
# D3 ag: qHTS of D3 Dopamine Receptor Agonist: qHTS | D(3) dopamine receptor (Homo sapiens), P35462 | D3R DiscoveRx beta-arrestin cells, luminescence, 90 min | max activation, % | hit rate 0.58% among 410,000 | AID 652048, 2013; in the data active means max activation above about 30%; further: 0% is about no effect; mostly tested at two doses, the higher about 12 µM
# Target sequence (P35462 whole entry, looked up): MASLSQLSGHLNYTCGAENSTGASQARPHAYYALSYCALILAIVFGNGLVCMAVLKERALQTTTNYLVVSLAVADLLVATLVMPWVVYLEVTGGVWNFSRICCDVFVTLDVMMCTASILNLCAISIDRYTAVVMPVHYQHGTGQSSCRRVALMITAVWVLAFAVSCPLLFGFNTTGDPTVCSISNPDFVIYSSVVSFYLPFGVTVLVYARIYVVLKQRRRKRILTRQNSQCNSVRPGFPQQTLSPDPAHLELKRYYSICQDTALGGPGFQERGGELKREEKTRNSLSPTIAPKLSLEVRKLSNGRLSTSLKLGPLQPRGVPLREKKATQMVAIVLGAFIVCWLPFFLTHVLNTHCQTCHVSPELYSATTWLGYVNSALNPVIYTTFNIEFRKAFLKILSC
#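 Cells at 1500/well, incubated overnight, then treated with pinned compounds (dopamine as control) for 90 min at 37 degrees C. DiscoveRx reagent added for 30 - 60 minutes at room temperature; luminescence read.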
# GLP1R cytotox: qHTS of GLP-1 Receptor Inverse Agonists: Cytotox Screen. hit rate 0.13% among 410,000. HEK293 cAMP-luciferase reporter cells, luminescence, 24 h. AID 624418, 2012. Potency, µM (titrated, usually from 38.3 µM), without a hit: top-dose activity change, negative = inhibition, actives largely listed as inhibitors;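 further: loss of luciferase light is scored as toxicity; potency means the concentration at half of the fitted maximal effect; on the % scale 0 is the no-effect control and ±100 the full control effect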
#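 Compound-treated cells are incubated 24 hr at 37 deg C under 5% CO2 after a 12 hour attachment period, then luciferase detection reagent is added and luminescence is measured following 12 min at room temperature; lowered signal indicates toxicity.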
# GLP-1R inv ag: qHTS of GLP-1 Receptor Inverse Agonists (Inhibition Mode). Glucagon-like peptide 1 receptor (Homo sapiens), P43220. HEK293 GLP-1R CRE-luciferase, luminescence, 24 h; GLP-1R form is constitutively active. Potency, µM (top dose mostly 38.3 µM), for inactives: top-dose activity change, negative = inhibition, actives largely listed as inhibitors. hit rate 1.6% among 410,000; further: potency means the concentration at half of the fitted maximal effect; on the % scale 0 is the no-effect control and ±100 the full control effect; nearly all actives have a fitted effect of over 55% in size
# Target sequence (P43220 whole entry, looked up): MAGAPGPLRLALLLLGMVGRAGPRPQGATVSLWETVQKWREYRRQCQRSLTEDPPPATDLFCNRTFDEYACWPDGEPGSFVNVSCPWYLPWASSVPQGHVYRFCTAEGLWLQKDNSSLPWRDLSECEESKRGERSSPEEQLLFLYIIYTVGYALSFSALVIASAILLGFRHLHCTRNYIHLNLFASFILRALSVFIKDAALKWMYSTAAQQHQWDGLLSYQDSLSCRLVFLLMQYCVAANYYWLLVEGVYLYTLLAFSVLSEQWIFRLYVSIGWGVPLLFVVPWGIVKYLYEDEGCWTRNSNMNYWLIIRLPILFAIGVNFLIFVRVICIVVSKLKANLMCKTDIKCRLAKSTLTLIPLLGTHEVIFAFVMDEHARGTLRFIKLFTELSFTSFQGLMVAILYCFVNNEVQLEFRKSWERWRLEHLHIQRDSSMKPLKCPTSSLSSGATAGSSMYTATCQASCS
#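 GLP-1R inverse agonism mode: basal reporter luminescence in engineered HEK293 cells measured after one day of compound exposure at 37 deg C, with a 12 min room-temperature detection step.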
# * hit, by the source's call; ? = inconclusive; [ ] = another dose, or the depositor's remark. Unless noted, the call rests on the fitted dose curve; in most records, active means well fitted curve in the direction sought with a large enough effect; inconclusive means small, poorly fitted or top-dose-only effect, or another doubt; inactive means no such curve, though single readings can be large; an effect the other way counts as inactive or inconclusive. Only part of the results is shown; count on the stated rates, not on these rows.
SMILES,D3 ag,GLP1R cytotox,GLP-1R inv ag
COc1cc(C(=O)Nc2cc(C)ccc2OCc2cc(=O)n3cc(C)sc3n2)cc(OC)c1OC,3.7,-7.4%,-0.4%
O=C(CSc1nc2c([nH]c3ccccc32)c(=O)n1-c1ccccc1)NCc1ccc(F)cc1,-11.4,-8.3%,5.1%
Cc1ccc(Cl)cc1N1CCN(c2nc3ccccc3c3nc(-c4cccnc4)nn23)CC1,-10.5,2.1%,?
CCc1nc(SC)ncc1C(=O)N1CCN(c2cc(C)ccc2C)CC1,-7.6,31.1%,?
CCN1CCN(C(c2ccc(C)cc2)c2c(O)cc(C)n(Cc3ccco3)c2=O)CC1 (configuration not stated),0.9,6.6%,-26.8%
COc1ccc(-c2ccc(NS(=O)(=O)c3cc(C)c(C)cc3C)cc2)nn1,-4.9,-2.1%,5.0%
COc1cccc(CNC(=O)CN2C(=O)CCn3nc(-c4cn(C)c5ccccc45)cc32)c1OC,-3.7,-0.2%,13.3%
CC(C)(C)C(=O)Nc1ccc2nc(SCC(=O)N3CCOCC3)sc2c1,0.9,-2.6%,13.4%
COc1ccc(S(=O)(=O)N2CCC(c3nc4ccccc4s3)CC2)cc1OC,-8.3,0.4%,-2.9%
COc1ccc(CNC(=O)CN2C(=O)CCn3nc(-c4ccccc4)cc32)c(OC)c1,1.9,-1.3%,2.1%
CCc1cc2c(cc3c(=O)n(CC(=O)N4CCCCC4)nc(CC)n32)s1,16.0,7.6%,-18.5%
O=C(CSc1nccn1Cc1ccc(F)cc1)Nc1ccc2c(c1)OCO2,-9.0,-0.4%,3.9%
Cc1cccc(NC(=O)C2CCCN(S(=O)(=O)c3c(C)noc3/C=C/N(C)C)C2)c1C (configuration not stated),3.2,-0.6%,-12.8%
COC(=O)c1c(NC(=O)c2cc3nc(-c4ccc(OC)cc4)cc(C(F)(F)F)n3n2)sc2c1CCCC2,-12.7,-7.6%,5.8%
O=C1CN(C(=O)Cc2ccc(F)cc2)C(c2ccccc2)c2cc(Cl)ccc2N1 (configuration not stated),2.8,-7.3%,1.1%
CCSc1nc2ccccc2c(OCc2ccc(Cl)cc2)c1C(=O)OC,16.2,3.9%,22.4µM*
O=C(Nc1ccc(-c2cn3cccnc3n2)cc1)c1ccccc1F,2.5,-12.2%,12.3%
CCOC(=O)N1CCc2c(sc(NCc3sccc3C)c2C(=O)Nc2ccc(OC)cc2OC)C1,3.1,5.3%,?
COc1cccc(NS(=O)(=O)c2ccc3[nH]cc(C(=O)N(C)C4CCCCC4)c(=O)c3c2)c1,6.2,-6.6%,8.9%
COc1ccc(-c2cn3c(n2)sc2cc(C(=O)Nc4ccc(F)cc4)ccc23)cc1,13.3,1.4%,12.5%
Cc1c(Cl)cccc1NC(=O)c1ccc2c(c1)CCCN2S(C)(=O)=O,-11.5,-3.7%,-5.4%
Cc1c(CC(=O)NCCc2ccccc2F)c(=O)oc2cc(O)c(Cl)cc12,5.7,55.8%[activator],12.4%
CCn1cc(S(=O)(=O)c2ccc(OC)cc2)c(=O)c2cc(F)c(N3CCCCCC3)cc21,-5.1,16.7%,8.8%
COc1ccccc1CNC(=O)C(=O)NCC(c1ccco1)S(=O)(=O)c1cccs1 (configuration not stated),8.6,1.1%,5.2%
CC1CCCCN1S(=O)(=O)c1cc2c(=O)nc3ccccn3c2cc1Cl (configuration not stated),2.5,0.5%,6.1%
CCOC(=O)c1cc(-c2ccc(F)cc2)n(CCC(=O)NC2CCC(C)CC2)c1C (configuration not stated),0.3,2.8%,?
CC(C)(C)NC(=O)c1cnn(-c2ccccc2)c1C1CCN(C(=O)OC(C)(C)C)CC1,3.0,24.0%,14.5%
Cc1cc(C)c(NC(=O)Cn2c(SCC(=O)NCc3ccccc3)nc3ccccc32)c(C)c1,-11.4,-22.1%,-7.9%
CCOC(=O)c1cc(-c2ccccc2)n(CCC(=O)NCCc2cccc(C)c2)c1C,-9.5,-8.8%,?
Cc1nn(C)c2c1c(C(F)(F)F)cc(=O)n2Cc1cccc(Br)c1,0.4,3.8%,6.8%
COc1ccc(-n2nc(C(=O)Nc3ccc(Br)cc3C)c3c4ccccc4n(C)c3c2=O)cc1,9.3,-5.2%,-12.3%
COc1ccc(C)cc1NC(=O)CN1C(=O)CCc2cc(S(=O)(=O)N3CCOCC3)ccc21,3.5,6.8%,16.5%
Cn1cc(S(=O)(=O)c2cccc(Cl)c2)c(=O)c2cc(F)c(N3CCN(c4ccccc4)CC3)cc21,7.0,1.3%,11.9%
Cc1ccc(C)c(Nc2nnc(-n3nc(C)cc3C)c3ccccc23)c1,-13.8,8.5%,-19.2%
COc1ccc(S(=O)(=O)N(Cc2nc(-c3cccc(C)c3)no2)C2CCCCC2)cc1,2.3,3.3%,?
CCOC(=O)c1c(NC(=O)CCCOc2ccc(Cl)cc2)sc2c1CCC2,-10.7,16.9%,6.1%
CC(C)(C)C1CCc2c(sc(NC(=O)c3ccccc3F)c2C(=O)N2CCCCC2)C1 (configuration not stated),0.0,-15.3%,10.4%
O=C(CSc1nc2c(oc3ccccc32)c(=O)n1-c1ccccc1F)Nc1ccccc1,0.4,0.9%,7.4%
CCc1ccccc1NC(=O)C1CCN(S(=O)(=O)c2cn(C)cn2)CC1,5.5,5.8%,4.5%
COc1ccc(Cl)cc1NC(=O)CSc1cn(CC(=O)N2CCCCCC2)c2ccccc12,-1.8,-9.1%,?
CCOc1ccc(C(=O)Nc2ccc3nc(SCC(=O)N(C)c4ccccc4)sc3c2)cc1,3.3,-7.5%,?
O=C(NCc1ccccc1)c1ccc(CS(=O)(=O)c2c(Cl)cccc2Cl)o1,-9.1,12.3%,15.5%
Cc1ccc(Cn2c(SCc3ccc(C(=O)N4CCCCC4)cc3)nc3ccncc32)cc1,0.2,3.3%,-24.0%
Cc1ccccc1CSc1nc2c([nH]c3ccccc32)c(=O)n1C,-3.7,-12.5%,-0.5%
CCOC(=O)c1ccc(NC(=O)c2c(-c3c(F)cccc3Cl)noc2C)cc1,-4.1,-13.5%,?
COc1cccc(-n2c(=O)c3c(C)c(C(=O)N(C)C)sc3n(Cc3ccc(F)cc3Cl)c2=O)c1,-11.0,3.0%,0.6%
Cc1ccc(Cn2ccn(Cc3cccc(C(F)(F)F)c3)c(=O)c2=O)cc1,-10.3,13.6%,5.0%
Cc1cc(C)c(NC(=O)CSc2ccc(-c3sc(-c4ccccc4)nc3C)nn2)c(C)c1,6.3,-0.3%,-6.1%

# Among those listed so far, these contain two or more sulfur atoms.
SMILES,D3 ag,GLP1R cytotox,GLP-1R inv ag
CC(C)(C)C(=O)Nc1ccc2nc(SCC(=O)N3CCOCC3)sc2c1,0.9,-2.6%,13.4%
COc1ccc(S(=O)(=O)N2CCC(c3nc4ccccc4s3)CC2)cc1OC,-8.3,0.4%,-2.9%
CCOC(=O)N1CCc2c(sc(NCc3sccc3C)c2C(=O)Nc2ccc(OC)cc2OC)C1,3.1,5.3%,?
COc1ccccc1CNC(=O)C(=O)NCC(c1ccco1)S(=O)(=O)c1cccs1 (configuration not stated),8.6,1.1%,5.2%
CCOc1ccc(C(=O)Nc2ccc3nc(SCC(=O)N(C)c4ccccc4)sc3c2)cc1,3.3,-7.5%,?
Cc1cc(C)c(NC(=O)CSc2ccc(-c3sc(-c4ccccc4)nc3C)nn2)c(C)c1,6.3,-0.3%,-6.1%

# Next section.
SMILES,D3 ag,GLP1R cytotox,GLP-1R inv ag
Cc1ccc2nc(CN3CCN(S(=O)(=O)c4ccccc4)CC3)oc2c1,7.8,-6.5%,-13.9%
COc1ccc(NC(=O)Cn2nc(C)c3nn(-c4ccc(Cl)cc4)c(C)c3c2=O)cc1,2.2,-12.6%,11.5%
CC(=O)Nc1ccc(NC(=O)c2ccc3c(c2)NC(=O)c2ccccc2S3)cc1,-7.1,0.7%,8.6%
CCC(=O)N1CCc2cc(Br)cc(S(=O)(=O)CCC(=O)Nc3cccc(C)c3C)c21,-1.4,-0.5%,5.8%
Cc1ccccc1C(=O)OCc1cc(=O)n2nc(C(C)C)sc2n1,5.1,-5.1%,-7.3%
Cc1nn(CC(=O)NCc2ccccc2Br)c(=O)c2cc3occc3n12,-10.9,-3.4%,4.9%
COc1ccc(CCNC(=O)c2ccc3c(c2)c(C)c(C)n3Cc2ccc(F)cc2)c(OC)c1OC,-2.1,1.1%,?
O=C(Cn1cnc2c(nc3n2CCCCC3)c1=O)Nc1ccc(F)c(Cl)c1,-6.6,11.2%,-10.2%
CCOc1ccc(NC(=O)CC2C(=O)N(c3ccc(F)cc3)C(=O)N2Cc2ccc(OC)c(OC)c2)cc1 (configuration not stated),5.8,-3.3%,-5.3%
CCc1ccc(CNC(=O)c2cnc(N3CCCCC3)c3ccccc23)cc1,23.5,-6.5%,?
Cc1ccccc1OCc1nc2c3cnn(-c4cccc(F)c4)c3ncn2n1,1.9,0.0%,4.6%
Cc1ccc(-c2nc3cc(NC(=O)c4cc(Br)ccc4Cl)ccc3o2)cc1,-12.4,-12.0%,-28.4%
Cc1nc2c(-c3ccccc3)c(C)[nH]n2c(=O)c1Cc1ccc(C(C)C)cc1,-30.6,-5.9%,-29.8%
Cc1ccc(NC(=O)CSc2nc3ccc(NC(=O)c4cccs4)cc3s2)cc1,5.5,-19.0%,-26.8%
CC(C)(C)C1CCc2c(sc3nc(-c4cc5cc(Cl)ccc5oc4=O)[nH]c(=O)c23)C1 (configuration not stated),-10.9,28.2%,2.5%
Cn1c(=O)c2c(nc(SCC(=O)Nc3ccccc3)n2Cc2ccccc2F)n(C)c1=O,0.1,19.4%,10.5%
COc1cc(NC(=O)N2CCC(CN3CCc4ccccc4C3)CC2)cc(OC)c1,-18.7,-4.0%,-25.8%
Cc1cc(Br)cc(C)c1NC(=O)c1cnc2ccccn2c1=O,10.3,-4.2%,4.7%
Brc1cccc(-c2cnn3c(-c4ccccc4)cc(-c4ccccc4)nc23)c1,3.0,-1.6%,16.1%
Nc1c(-c2nc(-c3cccs3)no2)nnn1-c1ccccc1Cl,3.5,4.7%,2.8%
CCOc1ccc(-c2cc(C(=O)NCCc3ccc(OC)c(OC)c3)c3c(-c4ccc(F)cc4)[nH]nc3n2)cc1,6.0,2.8%,0.4%
CCCCOc1ccc(C(=O)NCCS(=O)(=O)N2CCN(c3ccc(F)cc3)CC2)cc1,1.2,-3.5%,0.2%
Cc1cc(Cl)ccc1NC(=O)Cn1nnc2sc(-c3ccccc3)cc2c1=O,-5.4,9.3%,13.3%
CCCCC(CC)CNC(=O)Cc1ccc(-n2c(=O)[nH]c3ccccc3c2=O)cc1 (configuration not stated),5.3,-1.2%,?

# Record cards, from the list above.
# CCn1cc(S(=O)(=O)c2ccc(OC)cc2)c(=O)c2cc(F)c(N3CCCCCC3)cc21 is entered as D3 ag: -5.1; GLP1R cytotox: 16.7%; GLP-1R inv ag: 8.8%
# Cc1c(Cl)cccc1NC(=O)c1ccc2c(c1)CCCN2S(C)(=O)=O is entered as D3 ag: -11.5; GLP1R cytotox: -3.7%; GLP-1R inv ag: -5.4%

# Other records
SMILES,D3 ag,GLP1R cytotox,GLP-1R inv ag
O=C(Nc1ccc2[nH]c(=O)c(=O)[nH]c2c1)c1cccc(F)c1,-13.2,-10.5%,11.0%
CCOc1ccccc1CNS(=O)(=O)c1cc(-c2onc(C)c2C)ccc1OC,-2.3,3.0%,-3.2%
Cc1ccc2nc(COc3ccccc3NC(=O)Nc3ccc(F)c(Cl)c3)cc(=O)n2c1,2.6,0.1%,2.3%
O=C(Nc1nnc(N2CCCCCC2)s1)Nc1cc(F)ccc1F,-9.5,-3.1%,1.6%
CCN(CC)c1ccc(C(=O)NCc2ccc3c(c2)CCN3C(=O)c2cccc(C)c2)cc1,-9.4,-0.6%,-8.4%
COC(=O)c1cc2sc(Cl)cc2n1CC(=O)Nc1cc(C)cc(C)c1,3.8,0.2%,12.6%
CCOC(=O)c1ccc(NC(=O)C(CC)Sc2nc3ncccc3[nH]2)cc1 (configuration not stated),-23.2,3.5%,-3.1%
COc1cc(CN(CC2CCCO2)C(=O)c2ccccc2F)cc(OC)c1OC (configuration not stated),-2.5,-1.7%,-1.0%
CCC(C(=O)O)n1ccc2cc(S(=O)(=O)N3CCCCC3)ccc21 (configuration not stated),-4.5,5.9%,0.7%
CCc1ccccc1NC(=O)Cn1c(SCc2ccc(F)cc2)nc2ccncc21,1.0,1.7%,1.7%
COc1ccc(NC(=O)c2ccco2)cc1NC(=O)COc1ccc(Cl)cc1C,8.1,-1.5%,1.2%
Cc1c(-c2nc(-c3ccccc3)no2)nnn1-c1cccc(C(F)(F)F)c1,1.6,0.5%,15.0%
COc1ccc(N(C)C(=O)c2cc(S(=O)(=O)N3CCc4ccccc43)cn2C)c(OC)c1,1.5,4.1%,-0.1%
